High-throughput results as filed in PubChem BioAssay.
Shiga inhibitor = Shiga toxin inhibition. Vero cells, Shiga toxin protein synthesis inhibition reporter. inhibition, % at 38.7 µM. hit rate 9.2% among 290,000; in the data active means inhibition mostly above about 28%, no sharp cut-off; inactive means mostly below about 43%; further: 0% is about no effect
Pf growth 96h = P. falciparum growth inhibition at 96 hours. P. falciparum luciferase reporter growth, 96 h. Potency, µM (highest dose often 28.7 µM), for the others: at the top dose activity change, negative = inhibition, hits mostly inhibitors. hit rate 6.9% among 320,000; further: potency means the concentration at half of the fitted maximal effect; on the % scale 0 is the no-effect control and ±100 the full control effect
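Compounds incubated with erythrocytes infected by luciferase-expressing P. falciparum (2% hematocrit, 0.05% parasitemia final) for 96 hours, 37 C in 5% CO2. Growth inhibition scored as decreased luciferase luminescence.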
Sm TGR block = blocks Schistosoma mansoni thioredoxin glutathione reductase. purified TGR, DTNB reduction, TNB absorbance 405 nm. Q962Y6. Potency, µM (highest dose often 114 µM), for inactives: top-dose activity change, negative = inhibition, usual class: inhibitors. hit rate 3% among 360,000; further: potency means the concentration at half of the fitted maximal effect; on the % scale 0 is the no-effect control and ±100 the full control effect; nearly all actives have a fitted effect of over 60% in size
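Kinetic colorimetric format: TGR-catalysed, NADPH-driven DTNB reduction monitored via TNB absorbance. Enzyme dispensed at 20 nM; compound exposure 15 min at room temperature before reaction start.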
Pf growth 48h = inhibits P. falciparum growth in the first generation, 48 h | hit rate 5.9% among 310,000 | P. falciparum luciferase growth in erythrocytes, 48 h | Potency, µM (titrated, usually from 28.7 µM), for the others: at the top dose activity change, negative = inhibition, usual class: inhibitors; further: potency means the concentration at half of the fitted maximal effect; on the % scale 0 is the no-effect control and ±100 the full control effect
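Firefly luciferase activity from engineered P. falciparum reports growth; inhibitors lower the luminescent signal. Cultures contained 2% hematocrit erythrocytes at 0.1% final parasitemia.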
Giardia FBPA inh = inhibitors of Giardia lamblia fructose-1,6-bisphosphate aldolase; A8B2U2; purified Giardia FBPA; Potency, µM (series often up to 59.6 µM), inactives show at the top dose activity, negative = inhibition, actives largely listed as inhibitors; hit rate 0.71% among 290,000; AID 2451; further: potency means the concentration at half of the fitted maximal effect; on the % scale 0 is the no-effect control and ±100 the full control effect; nearly all actives have a fitted effect of over 55% in size
Target sequence (A8B2U2 whole entry, looked up): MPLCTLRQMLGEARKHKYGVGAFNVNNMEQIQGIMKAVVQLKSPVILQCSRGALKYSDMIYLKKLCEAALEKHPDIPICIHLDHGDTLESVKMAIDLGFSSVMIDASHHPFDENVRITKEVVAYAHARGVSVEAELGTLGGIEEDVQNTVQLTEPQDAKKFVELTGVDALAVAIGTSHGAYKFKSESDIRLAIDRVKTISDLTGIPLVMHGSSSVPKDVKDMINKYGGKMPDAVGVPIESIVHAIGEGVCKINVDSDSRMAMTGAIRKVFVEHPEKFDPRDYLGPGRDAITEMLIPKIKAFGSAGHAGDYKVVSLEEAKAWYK
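40 nM FBPA preincubated 10 min at RT with compound (up to 57.5 uM final), then substrate plus GAPDH/TPI/NAD/arsenate coupling and diaphorase/resazurin added. Fluorescence read after 20 min at RT, 525/598 nm.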
Cycloheximide cs = counter-screen for Shiga toxin inhibitors: cycloheximide protein synthesis inhibition. AID 2314. cell reporter, cycloheximide protein synthesis inhibition counterscreen. hit rate 12% among 300,000. max response, %; in the data active means max response mostly above about 13%, no sharp cut-off; inactive means mostly below about 14%; further: read at 38.3 µM for the half of the compounds with a filed dose; 0% is about no effect
* marks the source's active call; other numbers are inactive results; ? = inconclusive; . = not tested or not shown; & = joins results of further samples; [ ] = another dose, or the depositor's remark. Unless noted, the call rests on the fitted dose curve; in most records, active means well fitted curve in the direction sought with a large enough effect; inconclusive means small, poorly fitted or top-dose-only effect, or another doubt; inactive means no such curve, though single readings can be large; an effect the other way counts as inactive or inconclusive.

SMILES	Shiga inhibitor	Pf growth 96h	Sm TGR block	Pf growth 48h	Giardia FBPA inh	Cycloheximide cs
O=C(/C=C/c1ccc(-c2ccc(F)cc2)o1)N1CCCC1	64*	53%[activator]	35µM*	343%[activator]	3%	39*
COc1cccc(OCC(=O)Nc2c3c(nn2-c2ccccc2)CS(=O)(=O)C3)c1	-1	-22%	?	9%	?	2
O=C(Nc1ccccc1)N1CCn2c(nc3ccccc32)C1	10	-20%	1%	?	-1%	17
CCN(C(=O)COC(=O)c1cc(C)n(-c2ccc(F)cc2)c1C)C1CCS(=O)(=O)C1 (stereo unspecified)	-7	-10%	-1%	?	-13%	4
COC(=O)c1ccc2c(c1)NC(=O)C(N(CC(C)C)CC(C)C)S2 (stereo unspecified)	-4	0%	9%	29%	10%	-2
Cc1ccc(C23CC4CC(CC(C(=O)NC(C)C(=O)O)(C4)C2)C3)cc1 (stereo unspecified)	-5	39%[activator]	5%	-10%	20%	3
COCCCNC(=O)CSc1nc2cc(S(=O)(=O)N3CCCCC3)ccc2o1	.	?	-12%	-24%	.	.
Cc1ccc(N(C(=O)c2ccco2)C2C=CS(=O)(=O)C2)cc1 (stereo unspecified)	-9	28%	2%	2%	7%	0
Cc1ccc(-n2c(O)c(C=NCc3cccnc3)c(=O)[nH]c2=O)cc1C	-3	-2%	-4%	18%	-4%	-1
C=CCN(CC=C)S(=O)(=O)c1ccc(NC(=S)NC(=O)Cc2ccc(OC)cc2)cc1	17	90%[activator]	-24%	7%	1%	-1
CC(C)c1ccc(/C=C/C(=O)NNC(=O)c2cccnc2)cc1	1	?	-4%	-2%	4%	11
CCCCCCCCCCC1=C(C)C(=O)C(OC)=C(OC)C1=O	-13	.	.	.	?	-3
O=c1c2ccccc2nc(SCc2nnc(-c3ccccc3)o2)n1-c1ccccc1	29	2%	1%	3%	-6%	-1
O=C(NCc1ccncc1)/C(=C/c1cccc([N+](=O)[O-])c1)NC(=O)c1ccccc1	2	42%[activator]	11%	35%[activator]	2%	-3
COc1ccc(CNc2cc(C)cc(C)c2)cc1OC	-15	333%[activator]	-30%	72%[activator]	-1%	-2
COCCCn1c(N)c(C(=O)OCCOC)c2nc3ccccc3nc21	9	?	0%	-17%	?	2
C/C(=N\NC(=O)c1c(Br)c(C)nn1C)c1cccc(NC(=O)C2CCC2)c1	25	18%	9%	?	0%	12
Cc1nc([N+](=O)[O-])c(C(=O)O)n1C	-6	?	3%	5%	3%	-5
Nc1nnc(CC(=O)N/N=C/c2cc([N+](=O)[O-])cc(Br)c2O)s1	-20	42%[activator]	.	12%	22%	-1
O=C(CCn1cnc2ccccc2c1=O)Nc1nc(-c2ccc(Br)cc2)cs1	21	9.3µM*	0%	-5%	-1%	2
COc1ccc(CCNC(=O)c2cc(COc3c(C)cccc3C)on2)c(OC)c1	65*	-20%	-5%	1%	1%	77*
COc1cc(/C=N/NC(=O)C(=O)NCc2cccnc2)cc(OC)c1OC	1	-4%	-11%	-9%	2%	-1
O=C(Nc1nc(-c2cccnc2)cs1)c1ccccc1Cl	18	5%	13%	?	1%	-2
O=P1(NCCCn2cc[n+](Cc3nc4ccccc4[nH]3)c2)C=C(c2ccccc2)OC(c2ccccc2)=C1	-7	2.3µM*	3%	12µM*	1%	-2
CN(C)c1ccc(C=NCC2(O)CCOC(C)(C)C2)cc1 (stereo unspecified)	-9	58%[activator]	-6%	13%	-14%	5
Later entries:
SMILES	Shiga inhibitor	Pf growth 96h	Sm TGR block	Pf growth 48h	Giardia FBPA inh	Cycloheximide cs
CCN1C(=O)/C(=C\N2CCN(c3ccc(F)cc3)CC2)SC1=S	-8	-25%	-31%	.	6%	-1
COc1ccc(NC(=O)C2CCN(c3cnccn3)CC2)cc1Cl	-14	59%[activator]	2%&6%	-4%	-3%	1
CCOC(=O)C(=O)N(Nc1ccc(C)cc1)c1ccc(C)cc1	72*	?	-10%	?	-9%	16*
Cc1ccc(CN(C(=O)c2ccccc2C)C2CCS(=O)(=O)C2)o1 (stereo unspecified)	-8	?	-31%	2%	1%	-1
CC(=O)NC(CC(=O)NNC(=O)c1cc2ccccc2cc1O)c1ccccc1 (stereo unspecified)	-24	-52%	-1%	-2%	.	-3
CCOCCCn1c(=O)c(NC(=O)c2ccc(OCC)cc2)c2n(c1=S)CCCCC2	3	17%	-12%	.	-4%	-1
O=C(C1CCN(S(=O)(=O)c2cccs2)CC1)N1CCCC(C(F)(F)F)C1 (stereo unspecified)	33	276%[activator]	-34%	-13%	.	17*
CC(C)(C)OC(=O)N1CCC[C@H]1C(=O)N/N=C/c1cccc2nccnc12	22	?	9%	15µM*	-11%	1
CCCCn1nnc(NC(=O)C(c2ccccc2)c2ccccc2)n1	9	?	.	-15%	0%	-1
CCOc1ccc(N2C(=O)CSC2c2ccncc2)cc1 (stereo unspecified)	12	-18%	-2%	-10%	2%	-2
CCO[C@@H]1OC(C(=O)NC2CC2)=C[C@H](c2ccc(C(F)(F)F)cc2)[C@H]1CCCO	-12	-26%	6%	-23%	0%	0
COc1ccc(CCC(=O)NNC(=S)Nc2cccc(C(C)=O)c2)cc1	-7	33%[activator][5.75 µM]	-1%	-7%[5.75 µM]	7%	-2
CCCc1cc(=O)oc2cc(OCC(=O)NCCCN3CCCC3=O)ccc12	-7	?	9%	9%	.	-3
O=C(NC1CCCCC1)c1nn2c(C(F)(F)F)cc(-c3ccco3)nc2c1Br	1	-10%	25µM*	16%	-3%	-2
O=C(CCN1C(=O)/C(=C/c2ccccc2Cl)SC1=S)Nc1ccccn1	-9	1%	-1%	21%	.	-3
Cc1ccsc1-c1ccnc(-n2cccc2)n1	52*	11%	34%	67%[activator]	7%	22*
C=C1CCC[C@]2(C)C[C@H]3OC(=O)C(CN4CCCCC4CO)[C@H]3CC12 (stereo partly specified)	-15	?	3%	?	-11%	-6
CCOc1cc(C(=O)NCC(=O)N2CCC3(CC2)NCCc2[nH]cnc23)cc(OCC)c1OCC	-3	16%	-5%	-2%	.	-1
COc1ccc(C2=NN(C(=O)CSc3nc4ncc(Cl)cc4[nH]3)C(c3ccco3)C2)cc1 (stereo unspecified)	-9	?	28µM*	?	-5%	21*
CN(C)c1ccc(C(C(=O)NCC2CCCO2)N(C(=O)c2snc(C(N)=O)c2N)c2ccccc2)cc1 (stereo unspecified)	-7	11%	1%	2.9µM*	.	-7
COc1ccc(NC(=O)C2C3C=CC4(O3)C2C(=O)N(CCN2CCCCC2)C4C(=O)NC2CCCCC2)cc1 (stereo unspecified)	-2	15%	3%	1%	-27%	-5
CCN(CC)C(=O)CN(c1cc(Cl)ccc1OC)S(=O)(=O)c1ccc(C)c([N+](=O)[O-])c1	-9	2%	-14%	?	3%	6
CCOc1ccccc1N1C(=O)CC(N(O)c2ccccc2)C1=O (stereo unspecified)	-9	-16%	?	.	-3%	-5
COc1cc(Cl)c(S(=O)(=O)NCc2cccnc2)cc1Cl	15	7%	-1%	13%	2%	-4
CCOC(CNC(=O)CN1C(=O)COc2ccc(S(=O)(=O)N3CC(C)CC(C)C3)cc21)OCC (stereo unspecified)	-1	?	-21%	4%	2%	-2
Going on with the list.
SMILES	Shiga inhibitor	Pf growth 96h	Sm TGR block	Pf growth 48h	Giardia FBPA inh	Cycloheximide cs
Cc1cc(C)c(NC(=O)C2CC(=O)N(c3ccc4c(c3)OCCO4)C2)c(C)c1 (stereo unspecified)	13	0%	5%	.	1%	26*
CN(C)C(CNC(=O)c1ccc(Br)cc1)c1ccco1 (stereo unspecified)	-3	27%	-5%	6%[0.00184 µM]	2%	-1
CC(C)(C)OC(=O)N/N=C/c1ccc(N2CCOCC2)s1	89*	?	-26%	42%[activator]	6%	55*
CCOC(=O)c1c(C)nc2sc3c(=O)n(-c4ccc(OC)cc4)cnc3c2c1-c1ccc(OC)cc1	-9	12µM*	0%	?	-4%	-3
CC1(NC(=O)CCc2nc3ccccc3c(=O)[nH]2)CCS(=O)(=O)C1 (stereo unspecified)	-16	19%	-15%	0%	11%	0
COc1ccc(Nc2cc(C(=O)NCCCN3CCOCC3)c3ccccc3n2)cc1OC	-6	37%[activator]	-4%	.	-8%	-2
Cc1cc(NC(=O)c2noc3c2CCc2ccccc2-3)n(-c2ccccc2)n1	11	-3%	6%	17%	-4%	6
O=C(COc1ccc(Cl)cc1Cl)NCCC1=CCCCC1	37	36%[activator]	3%	5%	4%	-3
FC(F)(F)c1cccc(Cn2nnnc2-c2ccc(Cl)cc2)c1	8	8.3µM*	-4%	?	-5%	-2
CC(=O)Nc1cccc(NC(=O)COC(=O)CO/N=C(\C)c2ccc3c(c2)OCO3)c1	17	59%[activator]	3%	11%	10%	-2
CCOC(=O)c1ccc(NC(=S)N(CCCN2CCCC2)Cc2ccco2)cc1	18	?	-2%	?	2%	0
COc1ccccc1CN1CC(C(=O)N(Cc2cnn(C)c2)C(C)C)CCC1=O (stereo unspecified)	12	40%[activator]	-3%	4%	-3%	27
Cc1noc(C)c1-c1ccc2ncnc(NCc3ccccc3C(F)(F)F)c2c1	5	.	.	.	-2%	17
CCOC(=O)c1[nH]c(C)c(C(=O)Nc2ccc(Cl)cc2)c1C	25	-22%	5%	26%	1%	16
COc1ccc(-c2c(C)n([O-])c(C)c(-c3ccccc3)[n+]2=O)cc1OC	23	2%	9%	2%	6%	-1
O=C(O)CCc1nn2c3ccccc3nc2n(CCN2CCCCC2)c1=O	23	?	5%	43%[activator]	5%	-2
CC(C)CCOc1ncnc2c1sc1nc3c(cc12)CSC(C)(C)C3	-7	?	-23%	12µM*	5%	15*
Cc1cc(-n2c(C)cc(C(=O)CN3C(=O)NC4(CCCCCC4)C3=O)c2C)no1	0	-15%	11%	12µM*	-8%	-2
Cc1ccc(NC(=O)C(=O)NCC2CCCO2)cc1C (stereo unspecified)	100*	7%	.	107%[activator]	0%	31*
CC1(C)Oc2ccc3ccc(=O)oc3c2[C@@H](O)[C@H]1O	.	31%[activator]	1%	29%	.	.
CCc1nc2ccccc2c(C(=O)OCC(=O)N(CC(C)C)c2c(N)n(Cc3ccccc3)c(=O)[nH]c2=O)c1C	.	9.3µM*	0%	12µM*	.	.
CNC(=S)/N=C(/Nc1ccccc1)c1ccccc1	26	23%	-11%	?	-5%	11
CCn1c2ccccc2c2cc(NC(=O)C(C)OC(=O)c3ccc(NC(=O)CC#N)cc3)ccc21 (stereo unspecified)	.	?	-9%	12µM*	.	.
CSCC[C@H](NC(=O)OC(C)(C)C)C(=O)N1CCC(C(=O)N[C@@H](C)C(=O)NCc2ccc(F)cc2)CC1	-1	?	8%	?	1%	1
Cc1ccc(N2C(=O)C3CCCN3C2=S)cc1C (stereo unspecified)	28	-28%	10%	-23%	-1%	16*

Structures above containing an NH in an aromatic ring (7):
SMILES	Shiga inhibitor	Pf growth 96h	Sm TGR block	Pf growth 48h	Giardia FBPA inh	Cycloheximide cs
Cc1ccc(-n2c(O)c(C=NCc3cccnc3)c(=O)[nH]c2=O)cc1C	-3	-2%	-4%	18%	-4%	-1
O=P1(NCCCn2cc[n+](Cc3nc4ccccc4[nH]3)c2)C=C(c2ccccc2)OC(c2ccccc2)=C1	-7	2.3µM*	3%	12µM*	1%	-2
CCOc1cc(C(=O)NCC(=O)N2CCC3(CC2)NCCc2[nH]cnc23)cc(OCC)c1OCC	-3	16%	-5%	-2%	.	-1
COc1ccc(C2=NN(C(=O)CSc3nc4ncc(Cl)cc4[nH]3)C(c3ccco3)C2)cc1 (stereo unspecified)	-9	?	28µM*	?	-5%	21*
CC1(NC(=O)CCc2nc3ccccc3c(=O)[nH]2)CCS(=O)(=O)C1 (stereo unspecified)	-16	19%	-15%	0%	11%	0
CCOC(=O)c1[nH]c(C)c(C(=O)Nc2ccc(Cl)cc2)c1C	25	-22%	5%	26%	1%	16
CCc1nc2ccccc2c(C(=O)OCC(=O)N(CC(C)C)c2c(N)n(Cc3ccccc3)c(=O)[nH]c2=O)c1C	.	9.3µM*	0%	12µM*	.	.
